Source: PubChem BioAssay
NRP1-CendR mod: modulators of CendR peptide binding to human neuropilin-1 | FAM-RPARPAR peptide binding to NRP-1, fluorescence polarization | inhibition, % at 25 µM | 360,000 tested, 0.85% active;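 active = inhibition or corrected inhibition above about 18%, plus a signal ratio from 0.5 to 1.5, limit read from the data, passing the limit was not always enough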; note: strong numbers were not always called active
Target sequence (O14786 whole entry, looked up): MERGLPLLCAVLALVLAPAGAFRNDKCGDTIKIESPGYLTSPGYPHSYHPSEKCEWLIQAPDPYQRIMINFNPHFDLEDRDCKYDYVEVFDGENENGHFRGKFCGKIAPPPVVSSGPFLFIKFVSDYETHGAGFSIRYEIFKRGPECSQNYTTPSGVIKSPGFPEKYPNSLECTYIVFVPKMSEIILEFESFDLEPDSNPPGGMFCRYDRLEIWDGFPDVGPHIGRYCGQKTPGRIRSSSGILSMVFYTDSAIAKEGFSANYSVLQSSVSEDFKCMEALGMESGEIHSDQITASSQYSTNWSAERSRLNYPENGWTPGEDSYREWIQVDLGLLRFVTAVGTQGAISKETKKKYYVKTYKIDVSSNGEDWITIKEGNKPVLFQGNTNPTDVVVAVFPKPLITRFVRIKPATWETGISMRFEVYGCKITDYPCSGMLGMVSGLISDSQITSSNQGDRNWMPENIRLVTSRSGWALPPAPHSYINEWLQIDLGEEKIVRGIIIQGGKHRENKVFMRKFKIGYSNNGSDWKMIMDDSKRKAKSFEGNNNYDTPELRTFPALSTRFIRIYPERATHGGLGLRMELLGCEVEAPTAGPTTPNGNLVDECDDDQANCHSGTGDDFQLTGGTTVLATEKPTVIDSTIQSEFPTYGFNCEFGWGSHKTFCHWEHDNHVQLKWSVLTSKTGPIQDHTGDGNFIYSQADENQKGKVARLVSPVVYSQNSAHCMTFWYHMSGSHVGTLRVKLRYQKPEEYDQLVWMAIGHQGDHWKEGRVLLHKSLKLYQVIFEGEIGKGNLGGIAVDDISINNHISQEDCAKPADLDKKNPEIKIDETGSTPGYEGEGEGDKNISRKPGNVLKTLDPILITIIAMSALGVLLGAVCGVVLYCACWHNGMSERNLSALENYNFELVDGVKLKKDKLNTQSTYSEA
Scp1 inh: inhibitors of human Scp-1 phosphatase; inhibition, % at 20 µM; Recombinant Scp1, phosphopeptide, malachite green phosphate absorbance; Q9GZU7; 340,000 tested, 0.88% active;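 active = inhibition above about 50% at 20 µM, limit read from the data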;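 note: plate controls were DMSO wells with enzyme for no effect and wells lacking enzyme for full effect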
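Test system: SCP-1 phosphatase catalytic domain, residues 76-261 | Compound dosing: One concentration, 20 µM, with 1.0% DMSO | Schedule: 45 min room-temperature reaction, 5 min colour, 30 min stabiliser | Detection: Absorbance at 630 nm | Read-out basis: % inhibition of SCP-1 phosphate liberation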
SUMO1 PPI mod: alters human SUMO1 binding to SIM partners. P63165. AID 602429. inhibition, % at 20 µM. SUMO1 binding to a labelled peptide, TR-FRET, 1 h. 360,000 tested, 0.33% active; in the data active = inhibition above about 37%
MsrA inh: inhibitors of bovine MsrA | AID 651718 | 360,000 tested, 0.75% active | inhibition, % at 15.5 µM | purified bovine MsrA, absorbance read-out; in the data active = inhibition above about 4.5%;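 note: 0% = vehicle wells with enzyme and 100% = reference inhibitor wells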
DNMT1 inh: DNMT1 (human) enzyme inhibition; P26358; inhibition (reported as % activation of signal), % at 10 µM; 360,000 tested, 0.83% active; AID 588458; DNMT1 molecular beacon, Hinp1I cleavage, fluorescence; in the data active = inhibition above about 50%
Tb MetRS inh: Trypanosoma brucei MetRS inhibition. purified T. brucei MetRS, ATP depletion, Kinase-Glo luminescence. inhibition, % at 11.9 µM. 360,000 tested, 0.4% active;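 active = inhibition above a per-plate cutoff of the control wells' mean inhibition plus 3 SD, cut at about 5.5% in these data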;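 note: 0% = DMSO wells median and 100% = median of wells with control inhibitor compound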
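Assay system: T. brucei methionyl-tRNA synthetase, purified | Medium: HEPES buffer with MgCl2, KCl, DTT, spermine, BSA, pyrophosphatase | Compound: 11.9 µM single point | Incubation: 15 min enzyme-compound preincubation, 2 h reaction, 10 min detection, 25 °C | Measured by: Kinase-Glo luciferase luminescence reporting remaining unconsumed ATP | Measure: % inhibition normalized to control-well medians | Replication: Singlicate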
STEP block: blocks human striatal-enriched tyrosine phosphatase | P54829 | inhibition, % at 20 µM | recombinant STEP, OMFP fluorogenic substrate, fluorescence | 360,000 tested, 0.25% active;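 active = inhibition at 20 µM, scaled per plate between control wells, above about 37%, limit read from the data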;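 note: 0% = DMSO with enzyme and substrate and 100% = substrate only without enzyme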
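Measure: Control-normalized % inhibition with plate pattern correction | Test system: STEP phosphatase, cell-free reaction | Medium: pH 6.0 Bis-Tris with DTT and Tween 20 | Technique: Fluorescence, 480/540 nm | Times: Reaction 20 min, ambient temperature | Doses: Single compound dose of 20 µM, 1% DMSO final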
eLon inh: inhibitors of E. coli Lon protease. 360,000 tested, 0.42% active. inhibition, % at 7.94 µM. purified E. coli Lon protease, fluorescence polarization. P0A9M0; in the data active = inhibition above about 13%, passing the limit was not always enough;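 note: 0% = enzyme with probe and DMSO and 100% = no enzyme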
LMPTP block: blocks human LMPTP phosphatase | P24666 | recombinant LMPTP-A, OMFP fluorogenic substrate, fluorescence intensity | inhibition, % at 20 µM | 360,000 tested, 0.22% active | AID 651560;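 active = compounds that cut the enzyme signal by at least half of the control window in the single-dose screen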;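 note: plate controls were DMSO wells with enzyme plus substrate for no effect and substrate without enzyme for full effect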
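Assay system: LMPTP-A phosphatase enzyme | Input: 0.625 nM enzyme | Also added: Fluorogenic phosphatase substrate OMFP at 400 µM final | Compound dosing: One test concentration per compound, 20 µM, with 3% DMSO overall | Schedule: 50 min enzyme reaction at room temperature, protected from light | Signal: Fluorescence intensity | Benchmarks: no-enzyme and uninhibited controls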
bovine MsrA act: activators of bovine methionine sulfoxide reductase A; purified bovine MsrA, absorbance read-out; activation, % at 10.6 µM; 360,000 tested, 0.3% active; AID 602163; in the data active = activation above about 7.5%;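 note: 0% = vehicle and 100% = reference activator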
* hit, by the source's call; . = not tested or not shown. The order is random, and some 4.3% of all compounds hit somewhere here.

compound	NRP1-CendR mod	Scp1 inh	SUMO1 PPI mod	MsrA inh	DNMT1 inh	Tb MetRS inh	STEP block	eLon inh	LMPTP block	bovine MsrA act
Cc1csc2c(SCC(=O)NNS(=O)(=O)c3cccc(C(F)(F)F)c3)ncnc12	4.9	2.7	3.1	0.6	4.3	-0.4	-2.5	-5.2	-0.4	-1.4
CCOC(=O)C1(Cc2cccc(Cl)c2)CCCN(C(=O)c2c(CC)noc2C)C1 (stereo unspecified)	15.5	-2.3	2.0	-0.3	-0.3	-0.7	1.3	0.0	-0.6	-2.5
CCCn1c2ccccc2c2cnn(CC(=O)NC3CCCCC3C)c(=O)c21 (stereo unspecified)	5.5	-6.5	1.1	1.0	2.5	0.3	-0.9	-4.7	0.1	0.3
CN(C(=O)CN1C(=O)S/C(=C\c2cccc(Cl)c2)C1=O)C1CCS(=O)(=O)C1 (stereo unspecified)	9.5	-6.5	-32.4	3.0	-4.5	0.4	2.4	10.9	-0.9	-4.3
Cn1cnc([N+](=O)[O-])c1S(=O)(=O)Oc1ccc(Cl)cc1	7.7	-5.0	-9.9	23.1*	5.0	-0.2	3.7	-9.3	-3.3	-1.5
O=[N+]([O-])c1ccc(CSc2nnc(Cc3ccccc3)n2-c2ccc(F)cc2)cc1	9.8	7.1	-17.9	-0.5	1.0	0.1	-1.6	9.2	-6.8	-1.4
CCCS(=O)(=O)N1CCN(S(=O)(=O)c2ccccc2)CC1	-1.3	7.8	-0.5	-0.2	2.1	1.0	-4.3	-3.3	0.1	-9.2
Cc1ccc(OCCn2c(=O)n(C)c3ccccc32)cc1	-4.1	-12.7	-1.6	2.4	0.7	0.4	2.1	-0.5	-1.4	1.2
CCOC(=O)C1=C(C)NC(C)=C(C(=O)OCC)C1C(=O)OCC(=O)N(C)C1CCS(=O)(=O)C1 (stereo unspecified)	1.0	1.9	-1.6	1.8	0.7	-0.2	-2.2	2.0	-2.3	-8.9
Cc1cccc(C(=O)NNC(=O)c2ccccc2[N+](=O)[O-])c1	-1.9	3.6	-15.6	-0.6	11.9	-1.2	-0.1	-4.5	-1.0	-13.5
C/C(=N\OCC(=O)Nc1ccc2c(c1)OCCO2)c1ccc2c(c1)OCCO2	3.8	-4.2	2.2	-0.8	-0.4	-1.1	-1.4	-6.0	-1.0	-7.6
O=S(=O)(c1ccc(F)cc1)N1CCCNCC1	4.8	-4.0	5.3	-0.5	5.8	-0.1	1.4	-7.5	-2.7	-0.8
CCOC(=O)n1c(=O)n(Cc2cccc(F)c2)c2ccccc21	-1.7	-4.1	1.6	1.4	2.0	0.3	2.1	2.2	1.1	-2.6
CCOC(=O)c1c(C)nc2c(c1-c1ccc(OC)c(OC)c1)C(=O)c1ccccc1-2	-18.1	-3.8	-47.9	1.1	-7.2	0.1	-2.3	-10.3	2.5	-4.1
COc1ccc2cc3c(N)nn(C(=O)c4cccc([N+](=O)[O-])c4)c3nc2c1	-3.3	98.1*	52.7*	0.8	76.9*	-0.2	97.9*	3.7	66.0*	4.4
CCOc1ccc(OCCC(=O)OCC(=O)N(CC)c2c(N)n(Cc3ccccc3)c(=O)[nH]c2=O)cc1	19.3	7.1	-0.4	0.3	4.7	-0.4	0.1	4.5	-0.6	-4.3
C1=C(c2ccccc2)CCN(c2ncnc3nc[nH]c23)C1	-5.4	-2.8	-16.7	1.7	-0.2	1.4	1.5	-2.6	-1.6	-2.4
CCN(C(=O)COC(=O)c1ccc(OCc2c(C)noc2C)cc1)c1ccccc1	1.7	-7.5	-0.7	-0.7	-5.4	-0.9	-3.0	-8.0	0.0	-4.0
FC(F)Oc1ccc(NC(=S)NCc2ccco2)cc1Cl	-21.9	-8.8	0.9	0.6	-22.3	2.7	0.6	-7.9	2.5	-0.8
Cc1ccc(S(=O)(=O)N(C)C)cc1NC(=O)CCCNC(=O)c1ccc(Cl)cc1	6.3	-4.7	2.1	-1.9	-2.9	0.3	-1.0	-10.7	-0.9	3.1
CCOCCCNC(=O)c1ccc(C2SCC(=O)N2Cc2ccccc2)cc1 (stereo unspecified)	12.4	-7.7	4.5	-0.7	-2.5	-0.2	1.7	-8.0	2.6	-1.1
O=C1C2C3C=CC(CC3)C2C(=O)N1/N=C/c1c(O)ccc2ccccc12 (stereo unspecified)	-4.5	-2.2	1.4	0.5	-3.8	-0.5	-1.6	2.3	0.4	-11.1
CCc1nnc(NC(=O)CN2CCN(Cc3ccc(F)cc3)CC2)s1	-0.8	-1.8	2.4	0.8	1.0	-1.0	0.2	4.3	-0.2	-3.8
Cc1cc(-c2nnc(CCC(=O)NC(c3ccccc3)c3ccccc3)o2)no1	-15.8	-3.0	3.4	1.8	-7.2	-0.7	-5.6	5.3	-1.0	-3.1
CN1CCN(/C=N/C2=C(C#N)C(c3ccccc3)C3=C(CC(C)(C)CC3=O)O2)CC1 (stereo unspecified)	-6.4	-14.3	-5.1	0.7	-2.8	0.3	2.7	5.6	-2.3	0.6
COc1ccc(NC(=O)Cn2c(C(C)C)nc(C)cc2=O)cc1Cl	0.7	2.0	-3.2	-0.5	1.2	-0.8	-0.2	1.4	-1.8	-7.4
NNC(=O)c1nn(-c2ccc(Cl)cc2)cc1O	2.9	15.7	4.5	0.9	1.1	1.2	-1.3	8.6	7.0	-2.5
COc1cccc(NC(=O)CN(C)C(=O)c2cc3ccccc3cc2OC)c1	0.8	-2.8	-9.6	-0.2	1.8	0.3	-2.1	3.1	-7.8	-12.8
Cc1ccccc1NC(=O)C(C)OC(=O)CCC(=O)N(CC(C)C)c1c(N)n(CC(C)C)c(=O)[nH]c1=O (stereo unspecified)	0.0	-4.8	-3.0	-1.2	3.6	-0.6	-1.1	-9.5	-1.1	-4.8
Cc1cc(NC(=O)CSc2nnc(-c3ccncc3)n2Cc2ccccc2)n(-c2ccccc2)n1	13.4	-3.1	1.6	0.2	-0.1	0.7	3.4	0.1	-1.9	-2.0
CC1(C)CC(=O)C2=C(C1)N(CCN1CCOCC1)C1=C(C(=O)CC(C)(C)C1)C2c1cccc(F)c1	3.6	-2.6	-5.1	0.3	0.8	-0.7	-1.5	3.6	0.9	-0.9
Cc1ccc2c(C)c(C(=O)Nc3nnc(C)s3)oc2c1	2.5	-1.9	0.6	0.7	2.8	-1.1	-6.0	0.1	-1.6	-10.4
COc1ccc(C)cc1NC(=O)C1CCCN(S(=O)(=O)c2cccs2)C1 (stereo unspecified)	5.2	-13.6	10.8	-0.8	-1.1	0.1	-0.6	0.1	2.0	1.6
CCC(C)(C)NC(=O)C1CCC(CNS(=O)(=O)c2cccc3nsnc23)CC1 (stereo unspecified)	6.3	10.7	-16.5	.	3.1	-0.1	-1.4	2.7	-1.7	-0.6
O=C(CCCSc1nc2sc3c(c2c(=O)[nH]1)CCC3)NCCO	2.5	-3.1	4.2	1.6	-0.7	-1.0	1.1	-8.1	-1.1	-6.3
COc1ccc(C(CNC(=O)CSc2ccccc2F)N2CCOCC2)cc1 (stereo unspecified)	7.1	-0.8	-14.8	0.1	-8.6	-0.1	-3.7	-9.1	-7.1	-13.6

Structures from the list above with fluorine, in the order listed:
compound	NRP1-CendR mod	Scp1 inh	SUMO1 PPI mod	MsrA inh	DNMT1 inh	Tb MetRS inh	STEP block	eLon inh	LMPTP block	bovine MsrA act
Cc1csc2c(SCC(=O)NNS(=O)(=O)c3cccc(C(F)(F)F)c3)ncnc12	4.9	2.7	3.1	0.6	4.3	-0.4	-2.5	-5.2	-0.4	-1.4
O=[N+]([O-])c1ccc(CSc2nnc(Cc3ccccc3)n2-c2ccc(F)cc2)cc1	9.8	7.1	-17.9	-0.5	1.0	0.1	-1.6	9.2	-6.8	-1.4
O=S(=O)(c1ccc(F)cc1)N1CCCNCC1	4.8	-4.0	5.3	-0.5	5.8	-0.1	1.4	-7.5	-2.7	-0.8
CCOC(=O)n1c(=O)n(Cc2cccc(F)c2)c2ccccc21	-1.7	-4.1	1.6	1.4	2.0	0.3	2.1	2.2	1.1	-2.6
FC(F)Oc1ccc(NC(=S)NCc2ccco2)cc1Cl	-21.9	-8.8	0.9	0.6	-22.3	2.7	0.6	-7.9	2.5	-0.8
CCc1nnc(NC(=O)CN2CCN(Cc3ccc(F)cc3)CC2)s1	-0.8	-1.8	2.4	0.8	1.0	-1.0	0.2	4.3	-0.2	-3.8
CC1(C)CC(=O)C2=C(C1)N(CCN1CCOCC1)C1=C(C(=O)CC(C)(C)C1)C2c1cccc(F)c1	3.6	-2.6	-5.1	0.3	0.8	-0.7	-1.5	3.6	0.9	-0.9
COc1ccc(C(CNC(=O)CSc2ccccc2F)N2CCOCC2)cc1 (stereo unspecified)	7.1	-0.8	-14.8	0.1	-8.6	-0.1	-3.7	-9.1	-7.1	-13.6
